CatS inh = inhibitors of human cathepsin S, biochemical, compound mixtures; recombinant cathepsin S, AMC dipeptide fluorescence, pooled mixtures; inhibition, %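 (tested at 5 µM per compound within 10-compound mixtures)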; 62,000 compounds, 0.06% hits; AID 501, 2006; in the data active = inhibition above about 32%, passing the limit was not always enough;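 also: 0% = enzyme without compound and 100% = blank without enzyme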
Target sequence (P25774 115-331 limits assumed): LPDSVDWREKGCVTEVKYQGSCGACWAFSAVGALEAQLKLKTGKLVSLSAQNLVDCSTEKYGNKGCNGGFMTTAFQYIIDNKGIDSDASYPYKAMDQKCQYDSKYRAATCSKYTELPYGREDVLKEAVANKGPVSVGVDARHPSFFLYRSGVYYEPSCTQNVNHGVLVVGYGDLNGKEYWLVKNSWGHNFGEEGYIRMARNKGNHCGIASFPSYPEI
PKA kinase inh = inhibitors of human PKA kinase activity, primary screen, biochemical, ATP-depletion luminescence, Kemptide substrate. inhibition, % at 6 µM. PKA Kemptide phosphorylation, Kinase-Glo ATP luminescence. 65,000 compounds, 0.1% hits. cAMP-dependent protein kinase catalytic subunit alpha (Homo sapiens), P17612. AID 524, 2006;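 active = inhibition above the screen-wide mean inhibition plus 3 SD, cut at about 21% in these data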; also: many of its hits are not listed in these tables
JNK3 blocker = JNK3 kinase activity inhibitors, primary screen, biochemical, human, purified enzyme. Mitogen-activated protein kinase 10 (Homo sapiens), P53779. HTS. inhibition, % at 8 µM. 60,000 compounds, 0.61% hits. AID 746, 2007; in the data active = inhibition above about 17%;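 also: 0% = DMSO and 100% = reference inhibitor; many of its hits are not listed in these tables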
Target sequence (P53779 whole entry, looked up): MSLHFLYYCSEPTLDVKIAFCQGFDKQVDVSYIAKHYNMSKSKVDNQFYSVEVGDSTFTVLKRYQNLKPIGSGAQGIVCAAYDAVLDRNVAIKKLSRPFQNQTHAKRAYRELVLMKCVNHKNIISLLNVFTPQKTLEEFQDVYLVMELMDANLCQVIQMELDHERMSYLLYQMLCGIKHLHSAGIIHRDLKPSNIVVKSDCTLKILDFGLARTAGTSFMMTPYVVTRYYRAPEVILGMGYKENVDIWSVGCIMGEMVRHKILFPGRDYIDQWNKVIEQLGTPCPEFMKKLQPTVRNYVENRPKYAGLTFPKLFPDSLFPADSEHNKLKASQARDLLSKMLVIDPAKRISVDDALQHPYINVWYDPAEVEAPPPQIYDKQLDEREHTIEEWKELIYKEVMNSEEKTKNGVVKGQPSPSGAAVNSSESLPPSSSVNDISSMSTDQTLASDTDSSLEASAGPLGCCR
ROCK2 inh = inhibitors of human ROCK2 kinase, primary screen, biochemical, high-throughput, luminescence. inhibition, % at 6 µM. purified ROCK2, Kinase-Glo ATP depletion luminescence. 60,000 compounds, 0.35% hits;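 active = inhibition above the screen-wide mean inhibition plus 3 SD, cut at about 18% in these data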;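 also: plate controls were DMSO wells for no effect and Y-27632 control wells after no-enzyme background subtraction for full effect; many of its hits are not listed in these tables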
Ec RNAP inh = E. coli RNAP inhibitors, biochemical | AID 559, 2006 | DNA-directed RNA polymerase subunit beta (Escherichia coli (strain K12)), P0A8V2 | inhibition, %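 (tested at 10 µM)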 | 62,000 compounds, 0.2% hits | E. coli RNA polymerase, fluorescence transcription assay; in the data active = inhibition above about 20%;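 also: 0% = enzyme without compound and 100% = no enzyme blank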
CatB inh = human cathepsin B inhibitors, primary screen, biochemical, fluorogenic substrate. P07858. AID 453, 2006. inhibition, %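 (tested at 10 µM)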. purified cathepsin B, fluorescence. 63,000 compounds, 0.1% hits; in the data active = inhibition above about 21%;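 also: 0% = enzyme with no compound and 100% = no enzyme blank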
RORa activator = activators of orphan receptor RORA, primary screen, cell-based, luminescence. Nuclear receptor ROR-alpha (Homo sapiens), P35398. CHO-K1 Gal4-RORA LBD luciferase reporter; percent increase over mock-subtracted basal signal. activation, % at 10 µM. 65,000 compounds, 1.5% hits. AID 560, 2006;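 active = activation above the mean of all tested compounds plus 3 SD, cut at about 49% in these data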;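 also: 0% = DMSO-treated RORA cells and 100% = added signal equal to DMSO minus mock-transfected cells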
AP ELISA ortho = alternative complement pathway inhibitors, primary screen, biochemical, ELISA, human serum, orthogonally pooled compounds; LPS-coated ELISA, C3 deposition; tested in compound mixtures; inhibition, % at 5 µM; 62,000 compounds, 0.08% hits; AID 1235, 2008;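 active = inhibition above 30% in each of the two pooled mixtures holding the compound, so the lower value exceeds 30%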;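 also: 0% = serum in Mg-EGTA without compound and 100% = EDTA serum blank; some compounds past the cut are filed as inactive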
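Medium: diluted human serum in Mg2+-EGTA GVB++. Assay system: human serum complement alternative pathway, C3 deposition onto LPS. Also added: Plate-bound LPS. Technique: Anti-C3 ELISA, OD 450 nm. Measure: percent inhibition. Incubation: 1 h at 37 °C. Dosing: 5 µM each compound, pools of ten, 50 µM per pool.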
CatB mix inh = cathepsin B inhibitors from pooled compounds, primary screen, biochemical, compound mixtures, AMC fluorescence; AID 488, 2006; P07858; inhibition, %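 (ten-compound pools at 5 µM per compound and 50 µM total)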; Purified cathepsin B, AMC dipeptide fluorescence; 62,000 compounds, 0.06% hits; in the data active = inhibition above about 22%, passing the limit was not always enough;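 also: 0% = enzyme without compound and 100% = no enzyme blank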
* = called active by the depositor; . = not tested or not shown. A portion of the library; rates above refer to the full screens.

Values in the order: CatS inh	PKA kinase inh	JNK3 blocker	ROCK2 inh	Ec RNAP inh	CatB inh	RORa activator	AP ELISA ortho	CatB mix inh
CCOc1cccc(NC(=O)C2CC(=O)N(C)C(=Nc3ccccc3)S2)c1 (stereo not given)
→ -4	-1	-2	-5	-4	2	27	10	-3
CCc1ccccc1-n1cnc2cc(C(=O)O)ccc21
→ 15	13	-4	5	5	10	-14	5	4
Cn1c(C(=O)NCc2ccc3c(c2)OCO3)cc2sccc21
→ -13	4	0	11	5	0	5	12	4
CCc1ccc2[nH]c(=O)c(C(c3nnnn3CCOC)N3CCN(c4ccccc4)CC3)cc2c1 (stereo not given)
→ -12	-6	-2	2	6	2	15	15	-2
CCN1CCN(c2cc(C)c3cc(NC(=O)c4ccc(Br)o4)ccc3n2)CC1
→ -3	-1	.	.	3	-6	40	23	5
Cc1ccc(-c2noc(CN3CCN(Cc4ccccc4)CC3)n2)cc1
→ .	0	1	1	.	.	-1	.	.
CCOc1ccccc1NC(=O)CN(Cc1ccccc1)S(C)(=O)=O
→ 1	8	-4	6	-5	4	-20	-5	-2
O=C(O)CSCc1c(F)cccc1Cl
→ -19	6	-10	-2	7	4	-12	8	-7
Cc1cc(C)n2nc(SCc3cc(=O)n4ccccc4n3)nc2n1
→ 4	6	.	.	-2	-2	11	7	-2
COc1ccc(-c2nn3c(C4CCCCC4)nnc3s2)cc1OC
→ .	5	-1	5	4	7	-24	.	.
CCC1SC2=NC(C)=C(C(=O)OCCOC)C(c3ccc(C(=O)OC)cc3)N2C1=O (stereo not given)
→ .	3	7	-8	5	-2	-22	.	.
CCCCOC(=O)C1C2C=C[C@]3(CN(C(C)c4ccc(OC)cc4)C(=O)[C@H]13)O2 (stereo not given in full)
→ -1	7	3	3	8	0	8	5	5
CCc1nnc(NC(=O)CSc2nc3c(cc2C#N)CCCC3)s1
→ 3	12	2	11	7	1	48	-5	0
Cc1cc(C(F)F)n2nc(C(=O)Nc3ccccc3Br)nc2n1
→ 5	-3	1	7	9	-1	8	11	7
COc1ccccc1-c1c(C)nn2c(C)c(C(C)=O)cnc12
→ 12	9	1	3	1	1	-14	3	5
O=C(Cn1c(=O)oc2ccccc21)N1CCN(c2ccc(N3CCOCC3)nn2)CC1
→ -2	-8	-7	-6	-9	-3	1	11	-3
CC1(C)Cc2ccccc2-c2nnc(-c3ccccn3)n21
→ -6	-4	-10	-6	-5	-3	-9	15	-5
COc1ccc(C(=O)SC2=NCCS2)cc1OC
→ -4	-11	-6	-3	-4	-1	-3	9	5
CC1CCN(CCC(=O)Nc2ccc(Br)cc2)CC1
→ 6	14	1	3	-1	1	-8	7	-1
Cn1nc(C(=O)Nc2cccc(C(F)(F)F)c2)ccc1=O
→ 6	5	-4	3	0	8	-22	7	16
COC(=O)\C(C(C)=O)=C(/C=C/C=C/N(C)C)N(C)C
→ -12	1	7	2	2	1	12	4	-2
CCOC(=O)CC1C(=O)NCCN1Cc1cccc(OC)c1 (stereo not given)
→ 2	8	-1	2	3	5	-6	10	3
O=C(c1cnn2cccnc12)N1CCN(c2ccccc2)CC1
→ 17	-1	-1	2	9	-1	10	8	5
Cc1nc2ncnn2c(C)c1CCC(=O)O
→ .	0	2	1	.	.	-2	.	.
Cc1cc(N2CCOCC2)c2c(N)c(C)cc(C)c2n1
→ -7	10	-12	19*	2	1	-3	10	-3
CCCCCn1c(=O)[nH]c2cc(C(=O)NCCCN3CCC(C)CC3)ccc2c1=O
→ 24	7	.	.	5	5	19	-4	6
COc1cc2cc(C(c3nnnn3C3CCCC3)N3CCCCC3)c(=O)[nH]c2cc1OC (stereo not given)
→ -32	-8	-6	-8	-16	-2	-15	31*	-21
CCn1c(CSc2nc3ccccc3s2)nnc1SCC(=O)c1ccc2c(c1)OCCO2
→ -5	11	-8	4	4	0	-21	12	2
Cc1ccc(S(=O)(=O)c2n[nH]n3c2nc(=O)c2ccccc23)cc1
→ -5	9	-3	6	-1	-9	-9	11	4
Cn1c2ccccc2c2ncn(CCN3CCOCC3)c(=O)c21
→ 0	10	0	4	-2	2	-4	24	-1
COc1ccc(OC)c(-c2csc3nnc(SCC(=O)Nc4ccc(NC(C)=O)cc4)n23)c1
→ -5	12	7	3	6	2	-13	2	1
O=C(Nc1ccc2c(c1)OCCO2)C1CCCN(S(=O)(=O)c2cccnc2)C1 (stereo not given)
→ -2	2	3	5	8	2	-5	9	-3
CCn1c(SCC(=O)c2c[nH]c3ccccc23)nnc1-c1cccs1
→ -9	4	3	6	2	-3	-3	12	4
O=C(O)C1CC=CCC1C(=O)Nc1ccccc1Cl (stereo not given)
→ 5	2	1	2	8	0	0	3	7
Cc1nnc(N)nc1C
→ 11	0	6	-4	7	5	-12	7	3
CC1=C(C(=O)Nc2ccccc2C)C(c2ccc(C)o2)C2=C(CCCC2=O)N1 (stereo not given)
→ 16	3	1	-4	10	5	12	-5	5
COc1ccc(C2c3c(oc4ccccc4c3=O)C(=O)N2CC2CCCO2)cc1 (stereo not given)
→ 16	-1	-3	3	-1	0	18	14	-2
Cc1onc(-c2ccccc2Cl)c1C(=O)NCCN1Cc2ccccc2C1=O
→ -7	-3	-7	-2	-8	0	2	17	-4
Cc1ccccc1-c1nnc(-c2ccc(Br)cc2)o1
→ -4	3	-3	-1	-6	5	32	20	2
COCCOC(=O)/C=C1/NC(=O)CS1
→ 0	3	-4	-2	2	-3	4	9	1
COc1ccc(NC(=O)CN2CCC(n3c(C)nc4cc(F)ccc43)CC2)c(OC)c1
→ .	-1	0	-1	.	.	-1	.	.
CN(C(=O)Cn1c(=O)n(CCCCC(=O)NC2CCCC2)c(=O)c2ccccc21)C1CCCCC1
→ -8	-1	0	-1	2	-1	-24	17	5
O=C(COC(=O)C12CC3CC(CC(C3)C1)C2)N1CCN(S(=O)(=O)c2ccccc2)CC1
→ 9	8	-5	3	2	3	-4	10	1
O=C(C1CCCC1)N(c1ccccc1)C1C=CS(=O)(=O)C1 (stereo not given)
→ 1	10	-4	8	8	3	17	-9	0
COc1ccc(OC)c(C2CC(=O)Nc3cc(OC)c(OC)c(OC)c32)c1 (stereo not given)
→ -19	10	.	.	-4	5	-7	10	1
Cc1cc(Cl)ccc1OCC(=O)Nc1ccccc1CO
→ -4	8	5	1	-1	-1	3	3	-2
COc1ccc(C(=O)N2CCN(C(=O)c3ccco3)CC2)cc1
→ -8	-2	7	-3	-8	-4	-2	21	-2
COC(=O)c1cc2oc(C)cc2n1CC(=O)Nc1ccc(C)c(C)c1
→ -3	6	1	2	4	1	-4	7	-7
Cc1ncoc1C(=O)Nc1ccccc1-c1ccccc1
→ 14	0	-2	-1	1	4	18	8	1
Cc1ccnc(NC(=O)Nc2ccc(F)cc2)c1
→ 0	4	4	2	5	5	21	6	4
CCC1SC(N)=NC1=O (stereo not given)
→ .	6	-7	5	2	-3	-13	.	.
COc1cc(C)c(Br)cc1S(=O)(=O)N1CCOCC1
→ -3	9	-8	8	3	-2	19	10	1
COc1cccc(NC(=O)c2oc3ccccc3c2NC(=O)C2CC2)c1
→ -10	4	-4	2	7	2	-31	10	2
CC(=O)c1c(C)[nH]c(C(=O)Nc2cccnc2)c1C
→ 0	2	0	1	0	-6	-15	17	6
Cc1ccccc1NS(=O)(=O)c1cc(C(=O)N2CCCC2)ccc1C
→ 13	-1	5	-2	5	3	-14	-14	2
Cc1nc2sc(C(c3ccc(C(C)C)cc3)N3CCN(CCO)CC3)c(O)n2n1 (stereo not given)
→ 30	8	5	4	2	-1	2	15	1
COc1cccc(N(C(=O)c2ccco2)C(C(=O)NC2CCCC2)c2ccc(N(C)C)cc2)c1 (stereo not given)
→ 14	12	5	6	10	2	2	3	1
C1=C(CCNC2=NCCCCC2)CCCC1
→ 12	2	5	-1	7	-6	-6	5	4
CCOc1ccc(N2C(=O)CC(/C=C3/N(C)c4ccccc4C3(C)C)C2=O)cc1 (stereo not given)
→ -3	4	1	7	4	1	-16	-2	-1
N#Cc1c2c(c(NCc3ccco3)n3c1nc1ccccc13)CCC2
→ -5	11	-2	4	-3	-1	-11	4	0

Looked up one by one from above, 2 records:
Values in the order: CatS inh	PKA kinase inh	JNK3 blocker	ROCK2 inh	Ec RNAP inh	CatB inh	RORa activator	AP ELISA ortho	CatB mix inh
O=C(Nc1ccc2c(c1)OCCO2)C1CCCN(S(=O)(=O)c2cccnc2)C1 (stereo not given)
→ -2	2	3	5	8	2	-5	9	-3
COc1cccc(N(C(=O)c2ccco2)C(C(=O)NC2CCCC2)c2ccc(N(C)C)cc2)c1 (stereo not given)
→ 14	12	5	6	10	2	2	3	1

More structures:
Values in the order: CatS inh	PKA kinase inh	JNK3 blocker	ROCK2 inh	Ec RNAP inh	CatB inh	RORa activator	AP ELISA ortho	CatB mix inh
CCOC(=O)CN1CC23C=CC(O2)C(C(=O)Nc2cc(OC)ccc2OC)C3C1=O (stereo not given)
→ -1	-3	2	-1	0	8	2	18	5
Cc1cc(C(=O)Nc2ccc(S(=O)(=O)Nc3nccs3)cc2)c(C)o1
→ -2	-1	2	2	.	-3	-10	16	3
O=C(NC1CCCCCC1)c1cc2n(n1)C(C(F)(F)F)CC(c1ccco1)N2 (stereo not given)
→ 16	6	1	4	4	-1	35	-2	-1
COc1ccc(C(C(=O)NC(C)(C)C)N(Cc2ccco2)C(=O)CCC(=O)Nc2cc(C)on2)cc1 (stereo not given)
→ 3	-2	0	-1	9	1	-18	14	7
